Vif inh – blocks HIV Vif function. HEK293T cells, Vif self-association by quenched fluorescence, imaging, 24 h. inhibition, % at 7.49 µM. 0.35% of 340,000 active; in the data active = inhibition above about 50%, passing the limit was not always enough; note: some results filed as inactive read as strong as hits
ABCB6 inh 2 – human ABCB6 transporter inhibition; 0.19% of 360,000 active; AID 602162; fluorescence ratio to DMSO, % at 10 µM; Q9NP58; K562-ABCB6 porphyrin accumulation, flow cytometry, 1 h; stronger effect = lower value;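 active = fluorescence ratio to DMSO below 75%, the collection mean minus 3 SD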;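 note: signal is porphyrin accumulated inside mitochondria; 100% equals median channel fluorescence of DMSO control wells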
N-glyco inh – blocks N-linked glycosylation in D54 reporter cells. D54 ERlucT glycosylation luciferase reporter, 24 h; percent of 100 nM tunicamycin response. 0.23% of 360,000 active. reporter increase, % at 12.5 µM;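 active = mean luciferase reporter signal, scaled so untreated is 0 and the glycosylation-blocking control 100, at or above a set limit in every replicate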;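 note: luciferase carries N-glycosylation sites so blocking glycosylation raises the light; 0% = median of neutral control wells and 100% = median of 100 nM tunicamycin wells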
Exocytosis inh – blocks lytic granule exocytosis. TALL-104 LAMP-1 surface exposure, flow cytometry; cells stimulated with thapsigargin and PMA. inhibition, % at 10 µM. 0.66% of 360,000 active;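 active = inhibition above about 55%, limit read from the data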
aDG glyco act – increases alpha dystroglycan glycosylation | Pro5-aDG cells, alpha-DG glycosylation AlphaScreen (IIH6); 0% Pro5, 100% B10-LARGE cell signal | activation, % at 10 µM | 0.22% of 360,000 active | AID 624168;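 active = activation of at least 8% versus controls, or a plate z-score of at least 8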;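 note: Pro5 are CHO cells carrying HIG-tagged alpha-DG that lacks glycosylation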
NOD2-RIPK2 inh – blocks binding of human NOD2 to RIPK2; CHO BLA complementation NOD2-RIPK2, CCF4 ratio; inhibition, % at 4.98 µM; 0.38% of 360,000 active; in the data active = inhibition above about 21%;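 note: 0% = vehicle only and 100% = reference blocker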
MC4R ag barr – human MC4R agonism via beta-arrestin | U2OS MC4R beta-arrestin complementation, luminescence; percent of melanotan II response, DMSO zero | activation, % at 8.9 µM | 0.98% of 360,000 active | AID 540308;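 active = activation above a per-plate cutoff, the mean activation of sample wells on that plate plus 3 SD, cut at about 8% in these data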
ABHD5-PLIN5 inh – blocks binding of human ABHD5 to perilipin-5. Q00G26+Q8WTS1. Split G. princeps luciferase complementation, luminescence, 4 h. inhibition, % at 4 µM. 0.78% of 360,000 active. AID 602281;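 active = inhibition above the mean inhibition across every tested compound plus 3 SD, cut at about 22% in these data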;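 note: 0% = DMSO only wells and the 100% control is not disclosed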
MC4R antagonist – blocks human MC4R cAMP signaling | 0.48% of 360,000 active | P32245 | MC4R-expressing cells, MTII-stimulated cAMP, LANCE TR-FRET | inhibition, % at 6.5 µM;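 active = inhibition above its plate's cutoff, the mean of tested wells on that plate plus 3 SD, cut at about 29% in these data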;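 note: 0% = Melanotan II alone and 100% = Melanotan II plus saturating MCL0020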
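System: U2OS-MC4R stable cell line; Technique: Eu-cAMP/anti-cAMP TR-FRET, emission 671 nm; Repeats: single well per compound; Also added: Melanotan II; Dosing: one concentration, 6.5 µM nominal; Schedule: 30-min compound, 1-h challenge, 1-h detection, room temperature.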
TLR9-MyD88 inh – TLR9-MyD88 interaction inhibition | AID 504734 | CHO BLA complementation TLR9-MyD88, CCF4 FRET ratio | 0.21% of 340,000 active | inhibition, % at 4.98 µM | Q9NR96+Q99836;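 active = inhibition above the mean over all tested compounds plus 3 SD, cut at about 21% in these data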;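 note: 0% = DMSO only wells and 100% = clavulanate BLA inhibitor control wells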
Target sequence (Q99836 whole entry, looked up): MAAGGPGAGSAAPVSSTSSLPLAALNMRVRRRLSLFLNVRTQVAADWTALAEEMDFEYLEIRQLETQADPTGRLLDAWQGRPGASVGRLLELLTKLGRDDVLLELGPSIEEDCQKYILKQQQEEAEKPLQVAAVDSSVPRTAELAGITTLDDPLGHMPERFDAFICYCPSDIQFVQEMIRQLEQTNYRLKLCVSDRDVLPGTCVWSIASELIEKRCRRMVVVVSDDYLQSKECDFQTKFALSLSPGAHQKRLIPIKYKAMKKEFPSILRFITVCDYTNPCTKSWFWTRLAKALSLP
Target sequence (Q9NR96 whole entry, looked up): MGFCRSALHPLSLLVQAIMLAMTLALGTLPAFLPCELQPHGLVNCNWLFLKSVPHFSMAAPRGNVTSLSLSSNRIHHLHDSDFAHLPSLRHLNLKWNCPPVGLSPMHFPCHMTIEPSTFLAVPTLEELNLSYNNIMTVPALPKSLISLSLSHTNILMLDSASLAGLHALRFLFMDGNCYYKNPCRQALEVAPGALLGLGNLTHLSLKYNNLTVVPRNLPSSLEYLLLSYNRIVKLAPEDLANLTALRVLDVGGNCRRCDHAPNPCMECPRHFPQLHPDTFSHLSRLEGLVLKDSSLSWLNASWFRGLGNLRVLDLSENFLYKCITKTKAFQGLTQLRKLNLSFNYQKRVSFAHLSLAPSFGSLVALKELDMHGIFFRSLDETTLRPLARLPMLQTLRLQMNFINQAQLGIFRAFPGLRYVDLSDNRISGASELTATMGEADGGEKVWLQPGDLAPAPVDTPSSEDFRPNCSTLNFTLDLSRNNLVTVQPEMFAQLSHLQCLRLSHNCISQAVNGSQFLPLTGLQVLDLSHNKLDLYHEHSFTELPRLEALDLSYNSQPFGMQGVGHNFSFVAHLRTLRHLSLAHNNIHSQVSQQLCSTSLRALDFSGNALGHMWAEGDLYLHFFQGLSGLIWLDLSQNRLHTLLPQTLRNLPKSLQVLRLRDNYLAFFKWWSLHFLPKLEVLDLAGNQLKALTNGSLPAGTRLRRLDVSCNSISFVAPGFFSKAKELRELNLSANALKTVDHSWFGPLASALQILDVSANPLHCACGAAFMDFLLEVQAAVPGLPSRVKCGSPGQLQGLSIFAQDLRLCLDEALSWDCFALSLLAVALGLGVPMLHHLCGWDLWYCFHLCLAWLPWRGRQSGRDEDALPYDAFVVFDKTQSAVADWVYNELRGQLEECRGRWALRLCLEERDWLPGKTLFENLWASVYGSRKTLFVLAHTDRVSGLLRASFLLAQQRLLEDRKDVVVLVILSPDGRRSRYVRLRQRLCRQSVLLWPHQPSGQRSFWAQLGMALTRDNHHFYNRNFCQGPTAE
* marks the source's active call; other numbers are inactive results; . = no result given.

Vif inh	ABCB6 inh 2	N-glyco inh	Exocytosis inh	SMILES	aDG glyco act	NOD2-RIPK2 inh	MC4R ag barr	ABHD5-PLIN5 inh	MC4R antagonist	TLR9-MyD88 inh
-4	92	1	4	CCN(C(=O)COC(=O)c1cc(OC)c(OC)cc1[N+](=O)[O-])C1CCS(=O)(=O)C1 (configuration not stated)	0.0	2	-0.8	-5	17	-12
0	102	0	-7	C=CCOc1ccccc1/C=N/NC(=O)Cc1ccc(C)cc1	0.0	4	2.3	1	17	-9
-17	102	-10	-2	CC(C)(C)c1nc(N2CCN(C(=O)c3ccco3)CC2)c2nnn(Cc3ccccc3)c2n1	0.6	-8	-0.1	1	2	-8
0	97	2	1	CCn1c(N)c(C(=O)NCc2ccc3c(c2)OCO3)sc1=S	-0.3	2	-0.3	-1	4	3
-4	99	2	-2	Cn1c(=O)c2c(nc(NCC3CCCO3)n2C)n(C)c1=O (configuration not stated)	-0.2	10	-1.3	5	4	4
-2	97	0	-3	CSCCC(NS(=O)(=O)c1ccc(Br)cc1)C(=O)OCC(=O)NC1CC1 (configuration not stated)	0.1	0	-1.7	2	16	-10
14	104	-1	-10	COc1ccc2c(CC(=O)NC(Cc3ccc(Cl)cc3)C(=O)O)cc(=O)oc2c1C (configuration not stated)	0.1	-9	2.3	7	1	-5
9	96	11	2	O=C(OC12CC3CC(CC(C3)C1)C2)c1ccc(NCc2cc(O)ccc2O)cc1	-0.5	-13	19*	3	12	-15
-7	102	-1	-8	Cc1cccc(S(=O)(=O)Nc2ccc(-n3c(C)nc4ccccc4c3=O)cc2)c1	-0.3	-4	-2.5	6	11	4
4	79	1	0	CC(C)/C=C/C(=O)N1CCC(N2CCC(C(=O)NCC3CCCO3)CC2)CC1 (configuration not stated)	-0.2	0	0.7	-1	5	1
-3	97	1	-13	CCn1cc(CCC(=O)NC2CCCC2)c2ccccc21	-0.1	-10	-1.9	-5	9	4
4	98	0	1	CC(C)NC(=O)c1ccccc1-c1nc(-c2ccccc2Cl)no1	0.0	-3	0.3	-7	-2	-8
-2	98	1	-4	Cn1[nH]c(=O)c2ccccc2c1=O	-0.2	1	1.6	-6	18	-3
-5	104	0	8	O=C(CN1CCOCC1)N/N=C/c1ccc(-c2ccc(Br)cc2)o1	-0.1	-18	-3.5	0	5	2
4	95	2	-1	O=C(NNS(=O)(=O)c1ccc(F)cc1)C1CCN(S(=O)(=O)c2ccccc2)CC1	0.0	-1	-1.9	-3	-3	-4
-1	92	-2	7	CC(C)(C)C(=O)Nc1cccc(-c2nnc(-c3cccc(NC(=O)C(C)(C)C)c3)o2)c1	-0.4	-15	0.6	-3	3	-1
.	89	4	-1	COc1ccc(NC(=O)Nc2cccc3c2O[C@H](CN(C)C(=O)Nc2ccccc2)[C@@H](C)CN([C@H](C)CO)C3=O)cc1	0.0	-5	-0.6	7	14	-6
-2	95	0	-2	Cc1cccc(OCCn2ccnc2)c1	-0.2	-5	-1.4	5	11	-9
16	96	2	-3	Cn1c(N)c(C(=O)CSc2nnc(C3CC3)n2Cc2ccccc2)c(=O)[nH]c1=O	0.0	5	0.9	-5	13	-3
13	81	-2	2	CN(CC1COc2ccccc2O1)C(=S)Nc1ccccc1 (configuration not stated)	0.3	-2	-3.2	-3	3	6
0	97	1	-3	COC(=O)c1ccc(CSc2nnc(NC(=O)C3CC(=O)N(Cc4ccc(C)cc4)C3)s2)cc1 (configuration not stated)	-0.1	-2	-1.2	0	0	2
13	96	0	-4	Cc1c(N=Cc2cccnc2)c(=O)n(-c2ccccc2)n1C	-0.2	1	-1.6	-6	-2	5
11	95	0	0	Fc1cccc(F)c1CN1CCN(c2ncccn2)CC1	-0.1	2	-1.2	0	3	-1
-3	105	-9	0	N/C(=N\OC(=O)c1cccc(Br)c1)c1ccccc1	0.1	-4	1.3	-1	0	0
-6	95	0	-4	COC(=O)c1sc(S(=O)(=O)N2CC(C)OC(C)C2)c(C(=O)OC)c1C (configuration not stated)	-0.1	-7	-2.9	1	-7	0

Three entries out of the list, arranged by SMILES length, rising:
Vif inh	ABCB6 inh 2	N-glyco inh	Exocytosis inh	SMILES	aDG glyco act	NOD2-RIPK2 inh	MC4R ag barr	ABHD5-PLIN5 inh	MC4R antagonist	TLR9-MyD88 inh
-4	99	2	-2	Cn1c(=O)c2c(nc(NCC3CCCO3)n2C)n(C)c1=O (configuration not stated)	-0.2	10	-1.3	5	4	4
-1	92	-2	7	CC(C)(C)C(=O)Nc1cccc(-c2nnc(-c3cccc(NC(=O)C(C)(C)C)c3)o2)c1	-0.4	-15	0.6	-3	3	-1
.	89	4	-1	COc1ccc(NC(=O)Nc2cccc3c2O[C@H](CN(C)C(=O)Nc2ccccc2)[C@@H](C)CN([C@H](C)CO)C3=O)cc1	0.0	-5	-0.6	7	14	-6

More compounds follow.
Vif inh	ABCB6 inh 2	N-glyco inh	Exocytosis inh	SMILES	aDG glyco act	NOD2-RIPK2 inh	MC4R ag barr	ABHD5-PLIN5 inh	MC4R antagonist	TLR9-MyD88 inh
23	97	1	-1	Cc1cccc(CN2CCN(CC(C)C)C(CCO)C2)n1 (configuration not stated)	0.0	7	-1.0	0	9	6
3	95	4	0	O=C(Cn1c(=O)oc2ccccc21)Nc1nc(-c2ccc(Br)cc2)cs1	-0.1	1	0.6	3	1	6
-1	96	0	-1	CCn1c(/C=C\c2ccccc2C)nc2ccccc2c1=O	0.4	-1	0.6	-7	1	5
0	102	1	-1	O=S(=O)(c1ccc2c(c1)CCC2)N1CCNCC1	0.0	-4	-3.2	-10	1	-3
-1	99	0	4	COc1ccccc1OCC(=O)Nc1ccc(N2CCOCC2)cc1N1CCOCC1	0.2	2	-2.6	6	-1	5
18	93	1	-1	CCOC(=O)N1CCN(CCC(=O)Nc2ccc(OC)cc2OC)CC1	-0.1	-5	-1.6	1	1	-2
.	97	1	2	COCCCNS(=O)(=O)c1ccccc1	-0.2	-4	0.6	2	8	-3
7	94	2	1	Cn1cc(/C=C(\NC(=O)c2ccccc2)C(=O)NCCCN2CCOCC2)c2ccccc21	-0.1	-8	-1.7	-10	6	8
2	102	3	7	Oc1ccc(Cl)cc1CNc1nccs1	-0.1	5	0.9	-4	9	-3
-4	100	2	-3	Cc1cc(C)cc(NC(=O)CN2C(=O)COc3ccc(S(=O)(=O)N4CCCC4)cc32)c1	0.2	7	-1.4	-10	9	2
0	104	0	30	Cc1ccc(N2C(=NC(=O)c3ccccc3)SC3CS(=O)(=O)CC32)cc1 (configuration not stated)	-0.3	-4	0.3	1	5	-6
-1	91	-3	-4	CCOc1ccc(-n2c(C)cc(/C=N/Nc3nc(C)cc(=O)[nH]3)c2C)cc1	-0.2	6	-1.2	2	2	0
2	102	-1	-1	COc1ccc(CNC(=O)CSc2nnc(C(F)(F)F)n2C)cc1	-0.2	4	0.9	7	1	8
-4	90	-2	1	O=C(Nc1ccccc1N1CCN(C(=O)c2ccc(Cl)cc2)CC1)c1cc2ccccc2o1	0.3	-15	-1.5	2	13	4
-1	94	0	-7	CCOc1ccc(C(=O)NCC(=O)NNC(=O)CN(C)S(=O)(=O)c2ccc(Cl)cc2)cc1OCC	-0.1	-7	-1.8	0	-3	-8
-10	95	-6	4	CCn1cc(CN2CCC(C(=O)Nc3ccc(Oc4ccccc4F)cc3)CC2)c(C)n1	1.9	11	-1.0	9	9	-3
-5	96	1	-1	Cc1ccccc1N1CCN(C2CCCN(C(=O)c3ccccn3)C2)CC1 (configuration not stated)	1.1	-5	-3.8	-6	11	-7
-2	95	-3	1	CCc1ccc2n(-c3ccc(OC)cc3)c([S-])c(C(=O)Nc3cc(C)cc(C)c3)[n+]2c1	0.2	-10	2.4	-4	-5	-3
.	97	-1	5	O=c1ccc(/C=C/c2ccccc2)nn1Cc1ccc(Cl)cc1Cl	0.4	-7	-0.2	6	3	4
-3	95	-2	0	CCC(=NCCc1ccccc1)C1=C(O)CCC1=O	0.9	-4	0.2	1	6	-11
6	88	2	-2	CCOc1ccccc1N(C(=O)Nc1ccc(Cl)cc1)C1=NCCS1	0.0	-1	-2.0	-6	12	-2
-7	100	0	0	COC(=O)[C@@H](NC(=O)NCCC1=CCCCC1)C(C)C	0.1	-12	-0.2	1	11	0
.	105	-6	1	CCc1nc2c(sc3nc4c(cc32)COC(C)(C)C4)c(=O)n1Cc1ccccc1	0.2	-9	-0.4	-2	3	-2
.	98	-1	-5	COc1cc(NC(=O)CCCNC(=O)c2ccc(Cl)cc2)cc(OC)c1	0.0	-6	-2.6	2	-7	-4
-1	95	-2	5	COc1ccccc1CNC(=O)Cc1ccccc1	0.1	2	-1.3	-9	3	-8
.	96	.	3	COC(=O)[C@]12CCCCC=C1N(Cc1ccc(Cl)cc1Cl)C(=O)[C@H](CC(=O)NCCCCc1ccccc1)C2	0.2	-7	.	-1	.	.
6	95	0	-2	O=S(=O)(c1cccc2nsnc12)N1CCN(c2ccc(F)cc2)CC1	-0.3	-5	-3.7	3	-2	3
1	97	-1	-2	CC1(C)CC(=O)C(CO)=C(c2cccc3ccccc23)C1=O	0.1	19	-2.0	2	3	-5
19	96	3	-5	Cc1cccn2c(=O)c3cc(C#N)c(=NC(=O)c4cccs4)n(CCCOC(C)C)c3nc12	-0.2	-12	0.5	-3	10	-6
-13	103	2	3	CCOC(=O)CCC(NC(=O)c1ccccc1C(=O)NC(CCC(=O)OCC)C(=O)OCC)C(=O)OCC (configuration not stated)	0.1	-5	0.4	-4	29*	7
-3	100	4	-2	COCc1cc(=O)[nH]c(Sc2c(-c3ccccc3)c3ccc(Cl)cc3[nH]c2=O)n1	-0.1	-9	-1.3	2	14	1
5	97	3	1	CN(C)C(=O)C[n+]1cccc(/C=N/O)c1	-0.4	-5	0.6	-4	4	-11
-2	94	0	-1	COc1cccc(OCC(=O)O/N=C(\N)c2ccc(OC)c(OC)c2)c1	0.1	-3	0.8	5	0	-3
1	98	-1	-6	C=CCc1ccc(OCC(O)CO)c(OC)c1 (configuration not stated)	0.0	2	3.3	2	5	-11
1	89	1	0	COc1ccc(C(=O)NCc2cnn(C)c2C)cc1OC1CCN(C(C)C)CC1	0.3	-7	-1.1	1	-2	-2
-3	98	1	0	CCCCN(C(=O)CSc1nncn1-c1ccccc1OC)c1c(N)n(Cc2ccccc2)c(=O)[nH]c1=O	-0.2	-14	-1.6	0	0	5
.	93	0	11	CCC(Sc1nc(=O)cc(N)n1-c1cccc(C)c1)C(=O)Nc1cc(C)on1 (configuration not stated)	0.6	-21	5.8	8	-4	-4
-21	98	13	38	CC1CCC2(CC1)NC(=O)N(CC(=O)Nc1cc(S(=O)(=O)N3CCCC3)ccc1Cl)C2=O (configuration not stated)	0.0	1	1.1	-9	4	-2
-6	102	3	-5	CC(/C=C/c1ccccc1)=N\Nc1nc(C)cc(C)n1	3.7	1	-2.3	-2	0	3
1	94	2	4	CN1CCN(C(N)=NC(=O)c2ccccc2)CC1	0.1	3	2.0	3	13	8
.	95	1	-6	O=C(Nc1cccc2cccnc12)c1csc(COCCO)n1	-0.1	-4	-2.2	-9	5	.
-10	100	5	-2	CC1(c2ccccc2)NC(=O)N(CC(=O)N2CCN(S(=O)(=O)c3cccc([N+](=O)[O-])c3)CC2)C1=O (configuration not stated)	0.0	-4	-2.2	2	6	0
19	94	-1	21	Cc1cc(C)n(CC(=O)NCCC2=CCCCC2)n1	-0.1	-4	-0.3	3	11	5

Bioassay records (PubChem BioAssay)

This is a subset; the hit share may differ from the screen's.
